Compound activity: PubChem BioAssay, National Center for Advancing Translational Sciences (NCATS)
APE1 inh: qHTS Assay for Inhibitors of the Human Apurinic/apyrimidinic Endonuclease 1 (APE1); DNA repair nuclease/redox regulator APEX1 (Homo sapiens), P27695; recombinant APE1, TAMRA/BHQ-2 abasic DNA cleavage fluorescence; Potency, µM (highest dose often 65.8 µM), for the others: at the highest dose activity change, negative = inhibition, usual class: inhibitors; actives 0.35% (n = 350,000); AID 2517, 2012;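 further: potency means the concentration at half of the fitted maximal effect; plate controls were vehicle for no effect and reference inhibitor for full effect; nearly all actives have a fitted effect of over 55% in size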
Target sequence (P27695 whole entry, looked up): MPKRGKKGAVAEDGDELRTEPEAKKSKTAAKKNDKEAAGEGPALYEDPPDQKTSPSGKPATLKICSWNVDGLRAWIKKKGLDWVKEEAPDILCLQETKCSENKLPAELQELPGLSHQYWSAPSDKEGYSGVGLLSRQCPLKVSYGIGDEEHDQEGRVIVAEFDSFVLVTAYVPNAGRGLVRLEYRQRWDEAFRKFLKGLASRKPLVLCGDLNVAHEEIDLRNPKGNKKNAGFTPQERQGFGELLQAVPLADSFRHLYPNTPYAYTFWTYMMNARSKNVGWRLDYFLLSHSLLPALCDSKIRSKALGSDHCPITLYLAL
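Incision of a quenched TAMRA/BHQ-2 THF abasic-site duplex (50 nM) by 0.75 nM APE1, after 15 min compound preincubation, measured as fluorescence increase over three 60 s reads. Values normalized to buffer, DMSO and NSC13755 control wells.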
POLK inh: qHTS for Inhibitors of Polymerase Kappa. DNA polymerase kappa (Homo sapiens), Q9UBT6. purified Pol kappa, fluorescent DNA synthesis assay, 10 min. Potency, µM (doses to about 107 µM), for inactives: at the top dose activity, negative = inhibition, hits mostly inhibitors. actives 0.53% (n = 400,000); further: potency means the concentration at half of the fitted maximal effect; on the % scale 0 is the no-effect control and ±100 the full control effect
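10 nM Pol kappa preincubated 15 min at room temperature with compounds, then reaction started with substrate at 50 nM final. Fluorescence read kinetically at 0 and 10 min; buffer-only wells served as negative control.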
Apoferritin bind: qHTS Assay for Identification of Novel General Anesthetics | Ferritin light chain (Equus caballus), P02791 | apoferritin/1-aminoanthracene competitive binding, fluorescence | Potency, µM (titrated, usually from 77.5 µM), for the others: at the highest dose activity change, negative = displacement, usual class: inhibitors | actives 0.074% (n = 350,000); further: potency means the concentration at half of the fitted maximal effect; on the % scale 0 is the no-effect control and ±100 the full control effect; nearly all actives have a fitted effect of over 20% in size
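Steps: apoferritin (10 uM) was premixed with half-saturated 1-AMA in PBS, compounds were pin-transferred, plates stood 10 min at room temperature, fluorescence was read at 380/535 nm, and curves were fitted with a Hill equation.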
BLM inh: qHTS Assay for Inhibitors of Bloom's syndrome helicase (BLM) | Potency, µM (titrated, usually from 56.1 µM), inactives show at the top dose activity change, negative = inhibition, actives largely listed as inhibitors | actives 0.2% (n = 350,000) | RecQ-like DNA helicase BLM (Homo sapiens), P54132 | recombinant BLM DNA unwinding, fluorescence dequenching;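 further: potency means the concentration at half of the fitted maximal effect; plate controls were vehicle for no effect and no enzyme for full effect; nearly all actives have a fitted effect of over 35% in size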
LDHA inh: qHTS assay for inhibitors of human lactate dehydrogenase; purified LDHA, NADH/diaphorase-resazurin fluorescence; hits give low values; AID 1347041, 2019; activity change, % (values are at about 110 or 230 µM); actives 0.15% (n = 480,000); in the data active means activity change below about -30%; inconclusive means mostly about -25% to -30%;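 further: plate controls were DMSO wells for no effect and wells without enzyme for full effect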
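Resorufin fluorescence (ex540/em590), read at 0 and 20 min after diaphorase/resazurin addition, reports the NADH left after a 5 min room-temperature reaction of 2 nM human LDH5 with 0.06 mM NADH and 0.2 mM pyruvate.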
Glioma ERSR ind: qHTS for Inducers of the Endoplasmic Reticulum Stress Response (ERSR) in Human Glioma: qHTS; U87-MG GRP78 promoter luciferase reporter, 16 h; Potency, µM, for the others: top-dose activation, usual class: activators; actives 0.02% (n = 420,000); AID 602332, 2012; further: potency means the concentration at half of the fitted maximal effect; series mostly up to about 76 µM; % of control where 0% means no effect; nearly all actives have a fitted effect of over 35% in size
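Stably transfected U87-MG glioma cells carrying a GRP78-based luciferase sensor; 16 h compound incubation. Luminescence end-point read 10 min after Bright-Glo addition at room temperature.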
POLI inh: qHTS for Inhibitors of Polymerase Iota | DNA polymerase iota (Homo sapiens), Q9UNA4 | Pol iota fluorescent replication assay, 10 min | Potency, µM (series often up to 115 µM), without a hit: at the top dose activity, negative = inhibition, usual class: inhibitors | actives 1% (n = 390,000); further: potency means the concentration at half of the fitted maximal effect
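Pol iota at 10 nM preincubated 15 min with compounds at room temperature; reaction started with fluorescent substrate, 50 nM final. Fluorescence read kinetically at 0 and 10 min; buffer-only wells as negative control.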
POLH inh: qHTS for Inhibitors of Polymerase Eta | recombinant Pol eta, fluorescent DNA replication assay | DNA polymerase eta (Homo sapiens), Q9Y253 | Potency, µM (series often up to 114 µM), inactives show at the top dose activity change, negative = inhibition, usual class: inhibitors | actives 1.2% (n = 390,000); further: potency means the concentration at half of the fitted maximal effect; on the % scale 0 is the no-effect control and ±100 the full control effect
Target sequence (Q9Y253 whole entry, looked up): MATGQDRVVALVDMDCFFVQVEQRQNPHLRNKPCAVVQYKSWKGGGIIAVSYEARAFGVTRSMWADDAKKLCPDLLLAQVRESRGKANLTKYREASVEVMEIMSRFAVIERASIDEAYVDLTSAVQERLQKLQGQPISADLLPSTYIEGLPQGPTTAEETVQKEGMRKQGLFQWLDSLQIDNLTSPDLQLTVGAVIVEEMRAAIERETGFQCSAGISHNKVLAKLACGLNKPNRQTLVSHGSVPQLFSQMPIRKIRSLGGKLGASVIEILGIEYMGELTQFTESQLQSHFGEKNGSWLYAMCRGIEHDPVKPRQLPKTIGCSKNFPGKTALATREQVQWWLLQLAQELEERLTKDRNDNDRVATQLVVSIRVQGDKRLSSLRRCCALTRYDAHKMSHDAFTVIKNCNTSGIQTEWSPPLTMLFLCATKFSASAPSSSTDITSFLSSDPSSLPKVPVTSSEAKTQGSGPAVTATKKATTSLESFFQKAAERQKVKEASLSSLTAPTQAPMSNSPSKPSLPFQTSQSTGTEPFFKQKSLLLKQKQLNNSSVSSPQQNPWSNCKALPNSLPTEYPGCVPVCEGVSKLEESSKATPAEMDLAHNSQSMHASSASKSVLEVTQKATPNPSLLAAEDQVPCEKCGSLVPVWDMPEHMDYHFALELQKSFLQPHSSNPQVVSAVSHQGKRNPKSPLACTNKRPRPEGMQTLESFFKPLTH
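Pol eta (10 nM) was preincubated with compounds for 15 min at room temperature, after which fluorescent replication substrate (50 nM final) was added to start the reaction. Fluorescence was read kinetically at 0 and 10 min.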
POLB inh: qHTS Assay for Inhibitors of DNA Polymerase Beta. P06746. Pol beta primer extension/strand displacement, fluorescence kinetic. Potency, µM (top dose mostly 114 µM), without a hit: at the top dose activity change, negative = inhibition, most hits filed as inhibitors. actives 1.3% (n = 340,000); further: potency means the concentration at half of the fitted maximal effect; on the % scale 0 is the no-effect control and ±100 the full control effect
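Preincubation: enzyme (10 nM) with compound, 15 min, RT. Reaction: substrate added to 50 nM final. Reads: 0 and 10 min. Analysis: normalized, Hill fit.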
* marks the source's active call; other numbers are inactive results; ? = inconclusive; · = no result given; & = joins results of further samples; [ ] = dose if it differs, or a comment. Unless noted, the call rests on the fitted dose curve; in most records, active means well fitted curve in the direction sought with a large enough effect; inconclusive means small, poorly fitted or top-dose-only effect, or another doubt; inactive means no such curve, though single readings can be large; an effect the other way counts as inactive or inconclusive. These rows are one share of the data. The share of hits here may be higher or lower than overall.

cpd | Compound | APE1 inh | POLK inh | Apoferritin bind | BLM inh | LDHA inh
1 | Cc1cc(NC(=O)CCC(=O)N(c2ccccc2)C(C(=O)NC(C)(C)C)c2ccccc2Cl)no1 (configuration not stated) | 35%[12.4 µM] | 3% | -21% | 0% | 3
2 | CC1CCCC(C)N1C(=O)COC(=O)CN1C(=O)c2ccccc2C1=O (configuration not stated) | 6% | -9% | · | · | -8
3 | O=C(O)CC(Cc1ccccc1)C(=O)NCC12CC3CC(CC(C3)C1)C2 (configuration not stated) | 15% | -8% | -3% | -12% | -6
4 | CCOc1ccc(C(=O)NCC(=O)NCC(c2ccccc2OC)N2CCCC2)cc1 (configuration not stated) | -2% | -15% | · | · | -2
5 | Cc1ccc(-n2cnnn2)cc1S(N)(=O)=O | · | 0%[60.1 µM] | 9% | 2% | -5
6 | COc1cc2ccccc2cc1C(=O)Nc1ccc2oc(-c3ccccc3)nc2c1 | · | 3% | 0% | 0% | 1
7 | Cc1nc2sc(C(c3ccc(Cl)cc3)N3CCOCC3)c(O)n2n1 (configuration not stated) | -1% | -12% | -6% | -3% | -4
8 | Cc1nn2c(=O)cc(COC(=O)c3ccc(F)cc3)nc2s1 | · | -26% | -7% | -1% | -6
9 | CC(NC(=O)C1CCCC1)c1ccc(Br)cc1 (configuration not stated) | 10% | -18% | -7% | 0% | -3
10 | O=C(NNC(=S)Nc1ccccc1C(F)(F)F)C1CC1 | ? | 0% | -10% | -2% | -1

cpd | Glioma ERSR ind | POLI inh | POLH inh | POLB inh
1 | -7% | 65%[activator] | ? | 15%
2 | -7% | 56%[activator] | -15% | ·
3 | -1% | 20% | -3% | -12%
4 | -4% | 11% | 2% | ·
5 | -3% | 0% | -14% | -1%
6 | -1% | 17% | -9% | -24%
7 | -4% | 33%[activator] | -10% | 19%
8 | 1% | -7% | -12% | 59%
9 | -1% | -7% | -3% | ?
10 | -2% | 29% | -1% | 0%

The list continues:
cpd | Compound | APE1 inh | POLK inh | Apoferritin bind | BLM inh | LDHA inh
11 | CCCN(CC(=O)Nc1ccccc1C)C(=O)c1ccc(N2CCCC2=O)cc1 | 2% | -1% | · | · | 0
12 | O=C(NN1CCOCC1)c1ccc(Br)s1 | -2% | -3% | -5% | -8% | -6
13 | CC(=O)Nc1ccc(OCCOc2ccc(/C=C3/C(=N)N4C=CSC4=NC3=O)cc2)cc1 | -6% | 1%[60.1 µM] | ? | -4% | -1
14 | Cc1cccc(NC(=O)c2c(NC(=O)c3ccco3)sc3c2CCC(C(C)(C)C)C3)c1 (configuration not stated) | · | 4% | -5% | -10% | -1
15 | O=S(=O)(c1ccc(S(=O)(=O)N(Cc2ccc(F)cc2)C2CCCC2)cc1)N1CCCC1 | -7% | -1% | -7% | -5% | 0
16 | CC(C)CCNC(=O)c1c(CSc2ccc(Cl)cc2)noc1C(=O)NCc1ccccc1 | · | -12% | · | · | -5
17 | COc1ccc(CNC(=O)c2ccc(CS(=O)Cc3cccc(Cl)c3)o2)cc1 (configuration not stated) | 5% | -10% | 36%[activator] | 0% | -1
18 | CCCN1C(=O)CN(C2CCCCCC2)C(=O)C1c1ccc(OCC)c(OC)c1 (configuration not stated) | · | -8%[60.1 µM] | -10% | -1% | -8
19 | CCCN(CCC)S(=O)(=O)c1ccc2c(c1)CCCN2C(C)=O | ? | -4% | ? | -1% | -3
20 | O=C(NC(=S)Nc1ncc(Br)cc1Br)c1cncc(Br)c1 | 19% | -4% | -20% | -1% | -1

cpd | Glioma ERSR ind | POLI inh | POLH inh | POLB inh
11 | -1% | 7% | -8% | ·
12 | -4% | 202%[activator] | -8% | -4%
13 | -3% | ? | 6% | -9%
14 | -2% | ? | 9% | 15%
15 | -5% | -6% | -18% | 2%
16 | 1% | -30% | -20% | ·
17 | -7% | 5% | -9% | 3%
18 | -2% | -1% | -12% | -11%
19 | -8% | 24% | -8% | 38%
20 | -1% | -5%[58.9 µM] | -12% | -1%

5 entries out of the list, sorted by SMILES length, rising:
cpd | Compound | APE1 inh | POLK inh | Apoferritin bind | BLM inh | LDHA inh
12 | O=C(NN1CCOCC1)c1ccc(Br)s1 | -2% | -3% | -5% | -8% | -6
20 | O=C(NC(=S)Nc1ncc(Br)cc1Br)c1cncc(Br)c1 | 19% | -4% | -20% | -1% | -1
19 | CCCN(CCC)S(=O)(=O)c1ccc2c(c1)CCCN2C(C)=O | ? | -4% | ? | -1% | -3
14 | Cc1cccc(NC(=O)c2c(NC(=O)c3ccco3)sc3c2CCC(C(C)(C)C)C3)c1 (configuration not stated) | · | 4% | -5% | -10% | -1
13 | CC(=O)Nc1ccc(OCCOc2ccc(/C=C3/C(=N)N4C=CSC4=NC3=O)cc2)cc1 | -6% | 1%[60.1 µM] | ? | -4% | -1

cpd | Glioma ERSR ind | POLI inh | POLH inh | POLB inh
12 | -4% | 202%[activator] | -8% | -4%
20 | -1% | -5%[58.9 µM] | -12% | -1%
19 | -8% | 24% | -8% | 38%
14 | -2% | ? | 9% | 15%
13 | -3% | ? | 6% | -9%

New compounds follow
cpd | Compound | APE1 inh | POLK inh | Apoferritin bind | BLM inh | LDHA inh
21 | CCOc1ccccc1CN1CCN(Cc2cc3ccccc3[nH]2)CC1CCO (configuration not stated) | 4% | -10% | -8% | -1% | -5
22 | Cc1sc2c(c1C)c(=O)n(-c1ccc(F)cc1)c(=O)n2CC(=O)NCc1ccco1 | 3% | -14% | -10% | 2% | -3
23 | N#CC1=C(N)N(c2ccccc2)C(c2ccccc2)C1(C#N)C#N (configuration not stated) | -1% | -6% | -15% | -8% | 0
24 | CCCNC(=O)NC1CCCCCCC1 | 4% | 0% | ? | -2% | -2
25 | Cc1ccc2c(c1)c1c(c(=O)n(-c3ccccc3)c(=O)n1CC(=O)c1ccc(F)cc1)n2C | · | -7% | 0% | 0% | -5
26 | CCOC(=O)c1cnn(-c2ccccn2)c1N | 5% | -8% | -12% | 1% | 1
27 | CSc1ccccc1NC(=O)COC(=O)CSc1ccc(C)cc1 | 40% | -4% | · | · | 3
28 | CC(=O)c1ccc(OC2C(O)COC2/C=C/c2ccc(Cl)cc2)cc1 (configuration not stated) | 15%[12.4 µM] | · | -6%&-15%[15.3 µM] | -2%&-4%[12.4 µM] | ·
29 | CC(C)Cn1c(O)c(N=NC(=O)c2cccc(S(=O)(=O)N3CCCCC3)c2)c2ccccc21 | 3% | ? | -14% | -3% | -3
30 | C=C/C1=C/Cc2ccccc2C(C[N+](=O)[O-])C(C(=O)OC)(C(=O)OC)C1 (configuration not stated) | 24%[12.4 µM] | · | 5%[15.3 µM] | -1%[12.4 µM] | ·

cpd | Glioma ERSR ind | POLI inh | POLH inh | POLB inh
21 | -1% | 26% | -12% | -23%
22 | -3% | 46%[activator] | -20% | 13%
23 | 17% | ? | 11% | 32%
24 | 4% | 45%[activator] | -15% | 13%
25 | -1% | 19% | -19% | 16%
26 | 6% | 22% | -20% | 6%
27 | -4% | 0% | ? | ·
28 | -3%&-3% | · | · | ·
29 | -3% | -11% | -18% | 10%
30 | 5% | · | · | ·

More results follow.
cpd | Compound | APE1 inh | POLK inh | Apoferritin bind | BLM inh | LDHA inh
31 | Cc1cc(N2CCN(C)CC2)nc2ccc(NC(=S)NCCCN3CCN(C)CC3)cc12 | -3% | -3% | 0% | 37%[activator] | -4
32 | NC(=O)CC(NC(=O)Cc1ccc(Br)cc1)c1ccc(NCCN2CCOCC2)c([N+](=O)[O-])c1 (configuration not stated) | 7% | -2% | -11% | 0% | -5
33 | C/C(=N\Nc1ccc(F)cc1)c1ccncc1 | 5% | -1% | -2% | 6% | -6
34 | CSc1nc(N)nc(SCC(=O)c2ccc(C)cc2)c1C#N | 11% | -10% | -12% | -2% | -8
35 | CC(Oc1cccc2c1OC(C)(C)C2)C(=O)O (configuration not stated) | 0% | 4% | -5% | 3% | 3
36 | Nc1nc(NCCO)nc(N2CCCCCC2)c1[N+](=O)[O-] | 37% | 6% | -12% | 1% | -4
37 | Cc1ccc(S(=O)(=O)N(C)c2ccc(C(=O)NCc3cccnc3)cc2)cc1 | -16% | 1% | -9% | -6% | -3
38 | COc1ccc(CNC(=O)c2cc(C)nc3c2c(C)nn3-c2cccc(Cl)c2C)cc1 | · | -5% | -11% | -2% | -13
39 | Cc1cccc(NC(=O)c2cccc(S(=O)(=O)N(C)c3ccccc3)c2)n1 | -12% | 0% | · | · | -1
40 | CCN(CCCNC(=O)CCn1c(=O)[nH]c2ccsc2c1=O)c1ccccc1 | 1% | -25% | -13% | -1% | -6
41 | CCCCOc1ccc(N(CC(=O)NCc2ccco2)C(=O)CCC(=O)Nc2nccs2)cc1 | 15%[12.4 µM] | -2% | 0% | -1% | -1

cpd | Glioma ERSR ind | POLI inh | POLH inh | POLB inh
31 | -3% | 8% | -3% | 21%
32 | -5% | 5% | -11% | 26%
33 | -5% | 6% | -1% | 18%
34 | -3% | 9% | -16% | 24%
35 | -7% | 2% | -18% | 19%
36 | -1% | -7% | -2% | -20%
37 | -6% | -10% | 1% | 18%
38 | -5% | -3% | -1% | -2%
39 | -1% | 0% | ? | ·
40 | 1% | -18% | -18% | 7%
41 | -5% | 96%[activator] | -13% | 50%

Three compounds from above, reduced to LDHA inh and BLM inh.
entry | smiles | LDHA inh | BLM inh
36 | Nc1nc(NCCO)nc(N2CCCCCC2)c1[N+](=O)[O-] | -4 | 1%
39 | Cc1cccc(NC(=O)c2cccc(S(=O)(=O)N(C)c3ccccc3)c2)n1 | -1 | ·
32 | NC(=O)CC(NC(=O)Cc1ccc(Br)cc1)c1ccc(NCCN2CCOCC2)c([N+](=O)[O-])c1 (configuration not stated) | -5 | 0%
